TRPC4 potent: positive allosteric modulators of TRPC4, primary screen, cell-based, mouse TRPC4beta, HEK293 mu-opioid, Fluo-4 calcium | DAMGO EC20, Fluo-4 Ca2+ flux; active compounds read high | Short transient receptor potential channel 4 (Mus musculus), Q9QUQ5 | AID 2227, 2009 | actives 0.42% (n = 310,000) | B-score at 10 µM;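 active = B-score of calcium response area above 5 SD of library B-scores, with initial fluorescence ratio within 5 SD of library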;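 note: B-score of integrated fluorescence ratio over time as area under calcium response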
MrgX1 allo act: positive allosteric modulators of MrgX1, primary screen, HEK293 cells, Fluo-4 calcium flux | Mas-related G-protein coupled receptor member X1 (Homo sapiens), Q96LB2 | FDSS; active compounds read high | B-score at 10 µM | actives 0.63% (n = 310,000) | AID 588675, 2011;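 active = plate-corrected calcium response at least 3 library SD above typical, normal starting fluorescence, not activating the receptor alone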;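 note: compound read alongside a low EC10 to EC30 dose of BAM8-22 agonist; peak minus trough fluorescence over baseline measured at the second addition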
Target sequence (Q96LB2 whole entry, looked up): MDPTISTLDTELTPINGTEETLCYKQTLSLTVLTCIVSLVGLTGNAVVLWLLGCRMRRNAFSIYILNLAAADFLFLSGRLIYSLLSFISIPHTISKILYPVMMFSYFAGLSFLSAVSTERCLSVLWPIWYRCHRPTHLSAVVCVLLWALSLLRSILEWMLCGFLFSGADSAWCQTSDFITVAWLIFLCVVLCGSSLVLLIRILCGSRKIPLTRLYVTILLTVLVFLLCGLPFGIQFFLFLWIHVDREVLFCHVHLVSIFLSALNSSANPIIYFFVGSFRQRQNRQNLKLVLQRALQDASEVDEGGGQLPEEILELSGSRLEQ
TMEM16A act: TMEM16A chloride channel activators or potentiators, primary screen, cell-based, HTS; Anoctamin-1 (Mus musculus), Q8BHY3; HEK293 TMEM16A/YFP-H148Q/I152L, iodide quench fluorescence; active compounds read low; B-score at 10 µM; actives 0.3% (n = 340,000);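 active = fluorescence-ratio B-score plate-corrected deviation score at least 3 library SD below zero, with starting fluorescence score within 5 deviations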;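 note: channel opened by trigger with iodide after compound preincubation; score built on the fluorescence ratio of max minus min over baseline; more negative score means more quench and so TMEM16A activation or potentiation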
MrgX1 agonist: agonists of human MrgX1 receptor, primary screen, HEK293 cells, Fluo-4 calcium flux. Mas-related G-protein coupled receptor member X1 (Homo sapiens), Q96LB2. Fluo-4 calcium fluorescence, agonist mode; active compounds read high. B-score at 10 µM. actives 0.44% (n = 310,000). AID 588627, 2011;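 active = calcium response B-score plate-corrected fluorescence ratio at least 3 library SD, with starting fluorescence B-score inside 5 SD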
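Assay system: stable human MrgX1 HEK293 cell line. Quantity: 15,000 cells per well. Schedule: cells plated overnight, dye loaded 0.5 h 37 °C, 0.5 h room temperature. Detection: Fluo-4 NW calcium-flux fluorescence, kinetic read. Read-out basis: peak-minus-minimum fluorescence over baseline, converted to B scores. Control set: positive and negative control wells on each plate.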
ANO1 block: TMEM16A chloride channel inhibitors, primary screen, cell-based, HTS | Anoctamin-1 (Mus musculus), Q8BHY3 | HEK293 TMEM16A/YFP iodide influx fluorescence, ionomycin | normalized B-score (activity score, 25-100; higher = stronger inhibition) at 10 µM | actives 1.2% (n = 310,000);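 active = ratio plate-corrected score three or more library SD toward inhibition, starting fluorescence score within five deviations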;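 note: score derived from kinetic fluorescence span divided by baseline fluorescence per well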
MrgX1 antag: antagonists of human MrgX1 receptor, primary screen, HEK293 cells, Fluo-4 calcium flux | Mas-related G-protein coupled receptor member X1 (Homo sapiens), Q96LB2 | BAM8-22 antagonism; active compounds read low | B-score at 10 µM | actives 1.3% (n = 310,000);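 active = calcium-response B-score plate-corrected more than 3 library SD below zero, starting fluorescence within 5 deviations, no agonist response on first addition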;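 note: peak minus trough fluorescence over baseline after final BAM8-22 challenge near maximal dose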
TRPC4 block: inhibitors of mouse TRPC4 channel, primary screen, Fluo4 calcium, HEK293 TRPC4beta/mu-opioid cells; Short transient receptor potential channel 4 (Mus musculus), Q9QUQ5; DAMGO-evoked Fluo4 calcium flux; active compounds read low; B-score at 10 µM; actives 0.39% (n = 300,000); AID 2247, 2010;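 active = B-score over 3 SD under the library average, no early fluorescence shift, positive overall ratio signal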
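Assay system – HEK293 line stably carrying TRPC4beta and mu-opioid receptor · Doses – single dose · Detection – Fluo4 calcium-dye fluorescence, kinetic read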
TRPC6 inh: mouse TRPC6 channel inhibitors, primary screen, cell-based, HEK293, membrane potential dye | Short transient receptor potential channel 6 (Mus musculus), Q61143 | ACh-evoked depolarization; active compounds read low | B-score at 10 µM | actives 1.1% (n = 310,000) | AID 2553, 2010;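 active = B-score under library mean minus 3 SD, initial fluorescence not abnormally high, positive integrated signal ratio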;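 note: B-score derived from integrated fluorescence ratio over the kinetic read; more negative B-score means stronger inhibition of depolarization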
TRPC4 act: activators of mouse TRPC4 channel, primary screen, Fluo4 calcium, HEK293 TRPC4beta/mu-opioid cells; Short transient receptor potential channel 4 (Mus musculus), Q9QUQ5; Fluo4 calcium fluorescence; active compounds read high; B-score at 10 µM; actives 0.49% (n = 310,000);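 active = B-score above 5 SD of library B-scores, and initial fluorescence ratio not above library mean plus 5 SD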;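 note: positive B-score marks a calcium rise read as TRPC4 activation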
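Material: TRPC4beta and mu-opioid receptor HEK293 stable cells | Incubation: 45 min room-temperature Fluo4 loading, 110 s read | Detection: Kinetic Fluo4 calcium fluorescence | Measure: Integrated baseline-normalised fluorescence ratio, converted to per-well B score | Benchmarks: Low control buffer alone, high control maximal DAMGO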
RGS4 block: RGS4 inhibitors, primary screen, cell-based, HEK293 M3R inducible RGS4, calcium flux | Regulator of G-protein signaling 4 (Homo sapiens), P49798 | Fluo-4 calcium flux; active compounds read high; triggered by carbachol at its EC20 | B-score at 10 µM | actives 0.45% (n = 310,000) | AID 463165, 2010;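 active = B-score, a plate-corrected calcium signal, over three deviations above library mean, with baseline fluorescence within five deviations of library mean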;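 note: RGS4 expression induced by doxycycline in cells with stable M3 receptor; B-score is computed from the integrated fluorescence ratio over baseline after carbachol; higher B-score means a larger calcium signal and so more RGS4 inhibition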
Target sequence (P49798 whole entry, looked up): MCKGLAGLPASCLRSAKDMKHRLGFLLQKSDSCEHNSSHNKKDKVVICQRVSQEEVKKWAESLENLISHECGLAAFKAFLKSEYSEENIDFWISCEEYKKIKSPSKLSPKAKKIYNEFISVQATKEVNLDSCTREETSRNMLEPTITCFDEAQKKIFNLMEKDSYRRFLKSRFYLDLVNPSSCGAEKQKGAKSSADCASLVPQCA
TRPC6 act: mouse TRPC6 channel activators, primary screen, cell-based, HEK293, membrane potential dye. Short transient receptor potential channel 6 (Mus musculus), Q61143. HEK293-TRPC6 membrane potential dye fluorescence; active compounds read high. B-score at 10 µM. actives 0.13% (n = 310,000);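 active = B-score of the integrated fluorescence ratio above library mean plus 3 SD, and starting fluorescence ratio within library mean plus 5 SD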;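 note: higher score means more depolarization so channel activation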
The depositor's hits bear a star; i = inactive; / = not tested or not shown.

SMILES	TRPC4 potent	MrgX1 allo act	TMEM16A act	MrgX1 agonist	ANO1 block	MrgX1 antag	TRPC4 block	TRPC6 inh	TRPC4 act	RGS4 block	TRPC6 act
Cc1ccc2c(CC(=O)N3CCc4ccccc43)coc2c1	i	i	i	i	i	i	i	i	i	i	i
O=C(COc1c(F)c(F)cc(F)c1F)NC(=O)NC1CCCC1	i	i	i	i	i	i	i	i	i	i	i
CC(C)c1ccc2c(c1)[C@H]1OCC[C@H]1[C@@H](c1cccs1)N2	i	8.33*	i	i	i	i	i	i	i	i	i
Cc1cc(C(=O)COC(=O)[C@H](C)NC(=O)c2ccco2)c(C)n1Cc1ccco1	i	i	i	i	i	i	i	i	i	i	i
O=C(Nc1cc(C(F)(F)F)ccc1-n1cncn1)c1ccc(Br)cc1	i	i	i	i	i	i	i	i	i	i	i
C=CCn1c(SCC(=O)c2ccc(O)c(O)c2)nnc1-c1ccccc1OC	i	i	i	i	i	i	i	i	i	i	i
O=c1cnn(Cc2ccc(F)cc2)c2ccccc12	i	i	i	i	i	i	i	i	i	i	i
O=C1OCC2=C1C(c1ccc(F)cc1)CC(=O)N2c1ccc(F)cc1 (stereo not given)	i	i	i	i	i	i	i	i	i	i	i
COc1ccc(/C=N/n2cnn(Cc3ccccc3Cl)c2=S)cc1OC	i	i	i	i	i	i	i	i	i	i	i
O=C(OCC1OC2OC3(CCCCC3)OC2C2OC3(CCCCC3)OC12)c1ccccc1 (stereo not given)	i	i	i	i	i	i	i	i	i	i	i
Cc1ccc(-n2c(Cc3cccn3C)nnc2SCC(=O)Nc2cc(C)on2)cc1	i	i	i	i	i	i	i	i	i	i	i
C/C(=N\NC(=O)CCc1ccccc1)C1C(=O)c2ccccc2C1=O	i	i	i	i	i	i	i	i	i	i	i
COc1ccc(O)c(/C=N/NC(=S)Nc2cccc(S(=O)(=O)N(C)C)c2)c1	i	i	i	i	i	i	i	i	i	i	i
CCSc1nnc(NC(=O)CCc2ccccc2)s1	i	i	i	i	i	i	i	i	i	i	i
CCOC(=O)/C=C(\C)N1N=C(c2ccccc2)CC1c1ccccc1 (stereo not given)	i	i	i	i	i	i	i	i	i	i	i
OC(CNCC1COc2ccccc2O1)COc1ccc(Cl)cc1 (stereo not given)	i	i	i	i	i	i	i	i	i	i	i
C=CCSc1nccc(-c2cc(Cl)sc2Cl)n1	i	i	i	i	i	i	i	i	i	i	i
O=C(CSc1nnc(CNC(=O)c2c(F)cccc2Cl)o1)NCc1ccc(F)cc1	i	i	i	i	i	i	i	i	i	i	i
COc1ccc(-c2cc(C(F)F)n3ncc(C(=O)N4CCN5CCCC5C4)c3n2)cc1 (stereo not given)	i	i	i	i	i	i	i	i	i	i	i
O=C(Nc1ccc(N2CCCC2)cc1)c1ccccc1[N+](=O)[O-]	i	i	i	i	i	i	i	i	i	i	i
CCc1ccccc1NC(=O)NNS(=O)(=O)c1cc(C)ccc1C	i	i	i	i	i	i	i	i	i	i	i
CCC(C(=O)OCC(=O)Nc1cc(OC)ccc1OC)c1ccccc1 (stereo not given)	i	i	i	i	i	i	/	i	i	i	i
N#C/C(=C\c1ccncc1)C(N)=O	i	i	i	i	i	i	i	i	i	i	i
CCSc1nc2ccccc2n1C(=O)/C=C/c1ccc(OC)c(OC)c1	i	i	i	i	i	i	i	i	i	10.6*	i
Cc1cc2nc(CCN(Cc3cccnc3)C(=S)Nc3ccccc3)[nH]c2cc1C	i	i	i	i	i	i	i	i	i	i	i
CCc1nc(SCc2ccc(OC)cc2)n[nH]1	i	i	i	i	i	i	i	i	i	i	i
COc1cc(N=Nc2c(O)c3ccccc3[nH]c2=O)c(OC)cc1N=Nc1ccccc1	i	i	i	i	i	i	i	i	i	i	i
CCOC(=O)c1ccc(NC(=O)N2CCN(c3ccccn3)CC2)cc1	i	i	i	i	i	i	i	i	i	i	i
Cc1ccc(S(=O)(=O)N2CCCCC2)cc1C(=O)NCCCN1CCOCC1	i	i	i	i	i	i	i	i	i	i	i
COC(=O)c1c(NC(=O)c2ccc(OC(C)C)cc2)sc2c1CC(C)(C)NC2(C)C	i	i	i	i	100*	i	i	i	i	i	i
CCOC(=O)C1=C(c2cccc(F)c2)NC(=S)NC1C (stereo not given)	i	i	i	i	i	i	i	i	i	i	i
O=C(/C=C/c1ccc(O)c([N+](=O)[O-])c1)c1ccc2ccccc2c1	i	i	i	i	i	i	i	i	i	i	i
CC(C)(C)c1ccc(C(=O)Nc2ccc(NC(=O)c3ccco3)cc2)cc1	i	i	i	i	i	i	i	i	i	i	i
CCOC(=O)c1c(/N=C/C2=C(O)CC(C)(C)CC2=O)sc2c1CCCC2	i	i	i	i	i	i	i	i	i	i	i
CCSc1cc(N2CCOCC2)nc(-c2ccc(Cl)cc2)n1	i	i	i	i	i	i	i	i	i	i	i
O=C(COC(=O)Cc1ccc(F)cc1)NCCc1ccccc1	i	i	i	i	i	i	i	i	i	i	i
COC(CNC(=O)c1ccc2c(c1)ncn2-c1cccc(C)c1)OC	i	i	i	i	i	i	i	i	i	i	i
O=C(Nc1ccccc1)c1ccc(-c2ccccc2Cl)o1	i	i	i	i	i	i	i	i	i	i	i
CN(C)S(=O)(=O)c1cccc(NC(=S)N/N=C/C2CC=CCC2)c1 (stereo not given)	i	i	i	i	i	i	i	i	i	i	i
COc1ccc2sc(N(CCCN(C)C)C(=O)c3ccc(S(=O)(=O)N4CCCC4)cc3)nc2c1	i	i	i	i	i	i	i	i	i	i	i
C[C@@H]1CCC[C@H](C)N1NC(=O)c1ccc(Cl)c(S(N)(=O)=O)c1	i	i	i	i	i	i	i	i	i	i	i
Cc1ccc(NC(=O)Cn2c(=O)oc3cc(S(=O)(=O)N4CCC(C)CC4)ccc32)cc1C	i	i	i	i	i	i	i	i	i	i	i
COc1ccc(/C=N/NC(=O)c2cccnc2)cc1Cn1nc([N+](=O)[O-])c(Br)c1C	i	i	/	i	i	i	i	i	i	i	i
Cc1cccc(C)c1NC(=O)CN1C(=O)S/C(=C\c2cccn2C)C1=O	i	i	i	i	i	i	i	i	i	i	i
NS(=O)(=O)c1ccc(NC(=O)CN2CCc3ccccc32)cc1	i	i	i	i	i	i	i	i	i	i	i
CCc1cccc(CC)c1NC(=S)Nc1cccc(Cl)c1Cl	i	25.1*	i	i	i	i	i	i	i	i	i
Cn1c(-c2c(N)n(-c3ccccc3)c3nc4ccccc4nc23)nc2ccccc21	i	i	i	i	i	i	i	i	i	i	i
CCOC(=O)c1ccc2nc(NC(=O)c3cccs3)sc2c1	i	i	i	i	i	i	i	i	i	i	i
CCN(Cc1ccc(OC)c(F)c1)C(=O)c1oc2ccccc2c1COC	i	i	i	i	i	i	i	i	i	i	i
Cc1ccc(C2=NN(C(=O)CSc3nc(N)cc(N)n3)C(c3ccco3)C2)cc1 (stereo not given)	i	i	i	i	i	i	i	i	i	i	i
Remaining list, next part
SMILES	TRPC4 potent	MrgX1 allo act	TMEM16A act	MrgX1 agonist	ANO1 block	MrgX1 antag	TRPC4 block	TRPC6 inh	TRPC4 act	RGS4 block	TRPC6 act
O=C(CCc1nnc2ccc(NCc3ccco3)nn12)N1CCN(c2ccccc2)CC1	i	i	i	i	i	i	i	i	i	i	i
O=C(NC1CCCC1)C1CCN(C(=O)c2cc(Cl)ccc2Cl)CC1	i	i	i	i	i	i	i	i	i	i	i
CCOC(=O)c1c(NC(=O)CN2CCN(C(=O)c3ccco3)CC2)sc(C(N)=O)c1C	i	i	i	i	i	i	i	i	i	i	i
CCc1nnc(NC(=O)CSc2nc(N)c(NC(=O)c3ccc(OC)cc3)c(=O)[nH]2)s1	i	i	i	i	i	i	i	i	i	i	i
O=C(CN1CCN(c2cccc(Cl)c2)CC1)Nc1ccc([N+](=O)[O-])cc1C(=O)Nc1ccccc1F	i	i	i	i	i	i	i	i	i	i	i
O=C(C(Cc1ccccc1)N1C(=O)C2C3CCC(C3)C2C1=O)N1CCCCC1 (stereo not given)	i	i	i	i	i	i	i	i	i	i	i
CC(C)NC(=O)CN1C(=O)CSc2ccc(S(=O)(=O)N3CCCC3)cc21	i	i	i	i	i	i	i	i	i	i	i
O=C(CSc1nnc2c(n1)[nH]c1ccccc12)Nc1cccc(S(=O)(=O)N2CCOCC2)c1	i	i	i	i	i	i	i	i	i	i	i
C/C(=N\NC(=O)CN(c1ccc(C)cc1)S(C)(=O)=O)c1cccs1	i	i	i	i	i	i	i	i	i	i	i
CCCCCc1cc(=O)oc2c(C(CCN(CC)CC)c3ccc(N(C)C)cc3)c(OC)cc(OC)c12 (stereo not given)	11*	i	i	i	i	i	i	i	i	i	i
O=C(Nc1cccc(F)c1)C1C2C=CC3(CN(CCCN4CCOCC4)C(=O)C13)O2 (stereo not given)	i	i	i	i	i	i	i	i	i	i	i
O=C(OCC(=O)N1CCN(C(=O)c2ccco2)CC1)c1cc(-c2cccc(Br)c2)nc2ccccc12	i	i	i	i	i	i	i	i	i	i	i
COc1ccc(CNC(=O)CN2C(=O)C(c3ccccc3)Oc3cccnc32)cc1 (stereo not given)	i	i	i	i	i	i	i	i	i	i	i
CC(=O)N(C)c1ccc(NC(=O)c2cnn(C)c2)cc1	i	i	i	i	i	i	i	i	i	i	i

Source: PubChem

The order is random (roughly 5.8% active in at least one column).
